Lmaj promast: reduces viability of Leishmania major promastigotes; 200,000 compounds, 9% hits; inhibition, % at 10 µM; resazurin fluorescence viability; in the data active = inhibition above about 50%;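 also: promastigotes grown with compound for 44 hours at 28 °C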
APP 5UTR inh: APP translation inhibition. SH-SY5Y APP 5'UTR-luciferase reporter, luminescence. inhibition, % at 2 µM. 190,000 compounds, 0.82% hits;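 active = inhibition above a set limit, derived from the sample mean plus 3 SD, cut at about 45% in these data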; also: values of inactives mirror those of a sister screen read the other way
An asterisk follows results filed as active. These rows are one share of the data; count on the stated rates, not on these rows.

smiles,Lmaj promast,APP 5UTR inh
COCCn1c(=N)c(C(=O)NCCc2ccccc2)cc2c(=O)n3cccc(C)c3nc21,11,2
Cc1ccc(C(=O)C2C(c3ccc(-c4ccccc4[N+](=O)[O-])o3)NC(=O)NC2(O)C(F)(F)F)cc1 (centres undefined),2,-19
N#Cc1cc2c(=O)n3ccccc3nc2n(CC2CCCO2)c1=N (centres undefined),16,-59
COC(=O)c1cc(OC)c(OC)cc1NC(=O)c1cc(C)on1,1,6
COC(=O)Cc1cc(=O)[nH]c(/N=C(/NC(=O)c2ccccc2)Nc2ccccc2C)n1,0,-17
O=C(O)c1cn(-c2ccccc2)nc1-c1ccc(Cl)cc1,-3,-2
Cc1cccc(CN2CCN(CC(=O)NCc3ccc(F)cc3)C2=O)c1,-6,-1
CC(=O)c1ccc(S(=O)(=O)N2CCN(c3nc4c(C)c(C)ccc4cc3C#N)CC2)cc1,33,12
CNC(=O)c1cc2cc(Cl)cc(OC)c2oc1=O,-6,0
COc1cc2[nH]cc(C(=O)NCc3cccs3)c(=O)c2cc1OC,12,2
CC(C)(C)c1nnc(NS(C)(=O)=O)s1,-3,3
Cc1cc(NCCN2CCOCC2)n2ncc(-c3ccc(Cl)cc3)c2n1,-2,2

smiles,Lmaj promast,APP 5UTR inh
Cc1noc(/C=C/N(C)C)c1S(=O)(=O)N1CCCC(C(=O)NCCC2=CCCCC2)C1 (centres undefined),-6,11
O=C(c1ccc(S(=O)(=O)N2CCC(c3nc4ccccc4s3)CC2)cc1)N1CCCCC1,-2,4
Cc1cccc2c(=O)oc(-c3ccc4c(c3)C(=O)N(CC3CCCO3)C4=O)nc12 (centres undefined),-5,-2
CCCOC(=O)CC1C(=O)NCCN1Cc1ccccc1C (centres undefined),-4,6
COc1cccc(/C=N/NC(=O)C(=O)N2CCCC2)c1,-6,-1
COC(=O)c1c(NC(=O)Cc2cccs2)sc(C(=O)NC2CCCCC2)c1C,-7,-24
CN1CCc2c(sc3c2c(=O)n(-c2cccc(Cl)c2)c2nncn32)C1,12,12
CCCS(=O)(=O)N1CCN(Cc2ccc(OCc3ccccc3)c(OC)c2)CC1,91*,-2
Cc1ccc(O)c(NC(=S)NC(=O)c2ccc(-c3ccc(Cl)cc3)o2)c1,-8,9
CCn1cc(CN(C)C(=O)CSc2nc(-c3ccco3)cc(C(F)(F)F)n2)c(C)n1,13,-8
Cc1ccc(S(=O)(=O)Nc2ccc3c4c(cccc24)CC3)c(C)c1,6,4
Cc1ccc2cc(C(c3nnnn3CC3CCCO3)N3CCCC4(CCCCC4)C3)c(=O)[nH]c2c1 (centres undefined),33,1

smiles,Lmaj promast,APP 5UTR inh
CCOC(=O)Cc1csc(NC(=O)CCCCCN2C(=O)c3cccc4cccc(c34)C2=O)n1,-3,9
Clc1ccc(Cl)c2sc(N3CCOCC3)nc12,0,-11
CCOC(=O)c1ccc2ncc(C(=O)OCC)c(NCCN(C)C)c2c1,11,-4
Cc1cc(/C=C2/SC(=S)N(c3cccc(C(F)(F)F)c3)C2=O)c(C)n1-c1cccnc1,80*,-14
Cc1nnc(N2CCN(c3ccccc3)CC2)c2nn(-c3ccccc3F)c(C)c12,20,-7
CCCCOC(=O)Cn1c(=N)n(CCN2CCOCC2)c2ccccc21,10,11
Cc1ccc2c(C)nc(NC3=NCN(C(C)C)CN3)nc2c1,5,-3
O=C(C1=C(O)C(=O)N(Cc2ccccc2)C1c1cccnc1)c1ccco1 (centres undefined),-4,-34
Cc1cc(OCC(=O)NCCCN2CCOCC2)cc(C)c1Cl,71*,-6
O=C(NC1(C(F)(F)F)NC(=O)N(Cc2ccccc2)C1=O)c1cccs1 (centres undefined),7,-13
CCNC(=O)NC(=O)C(C)OC(=O)c1cccnc1SC (centres undefined),-3,-7
COc1cc(/C=N/NC(=O)c2ccoc2C)cc(OC)c1OC,1,-96

smiles,Lmaj promast,APP 5UTR inh
Cc1cc(C)n(-c2cc(N3CCN(C(=O)c4ccccc4C)CC3)ccc2[N+](=O)[O-])n1,-4,0
O=C(Nc1ccccc1Cl)O/N=C/c1ccncc1,-3,8
CC(=O)N1CCc2c(sc(NC(=O)c3ccc(S(=O)(=O)N(C)C)cc3)c2C#N)C1,-10,4
CCOC(=O)c1sc(NC(=O)C(CC)Sc2nc3ccccc3[nH]2)nc1C (centres undefined),54*,4
O=S(=O)(NCCSCc1ccc(Cl)c(Cl)c1)c1ccc2c(c1)OCCO2,-3,-3
Cc1nn2c3cc(N4CCOCC4)ccc3nc2c2ccccc12,5,-50
COc1ccc(NC(=S)NCCCn2ccnc2)cc1,-4,1
O=C(CSc1ncnc2ccccc12)N1CCN(c2ccccc2)CC1,12,-9
Cc1sc2c(c1C)c(=O)nc1scc(C)n12,-1,4
CCn1nnc(-c2ccccc2NC(=O)c2cnccn2)n1,-1,-82
Cc1ccc(-n2nnnc2Sc2nc([N+](=O)[O-])nn2C)c(C)c1,17,1
Cn1c(=O)c2c(-c3ccncc3)c3c(nc2n(C)c1=O)-c1ccccc1C3=O,19,3

Random excerpt: two records from the list
smiles,Lmaj promast,APP 5UTR inh
CCn1nnc(-c2ccccc2NC(=O)c2cnccn2)n1,-1,-82
Cc1nn2c3cc(N4CCOCC4)ccc3nc2c2ccccc12,5,-50

Continuation.
smiles,Lmaj promast,APP 5UTR inh
CS(=O)(=O)N(CC(=O)N1CCN(c2ccccc2)CC1)c1ccccc1Cl,0,9
Fc1cccc(-c2cc3nc4c(c(N5CCN(c6cnccn6)CC5)n3n2)CCCC4)c1,0,-20
COc1ccccc1-n1c(=O)c2c3c(sc2n2c(SC)nnc12)CCC3,6,12
Cc1cc(NS(=O)(=O)c2ccc(Br)s2)no1,-3,7
C=CCN(CC=C)Cc1c(O)ccc2c1oc(=O)c1ccccc12,16,0
CCCCn1c(SCC(=O)Nc2sc3c(c2C(N)=O)CCC3)nnc1-c1ccccc1,3,4
CCNc1ccc(Br)cc(C(=O)/C=C/c2ccccc2Cl)c1=O,99*,-10
Fc1ccc(-c2nnc(-n3nnc4ccccc43)c3ccccc23)cc1,-1,2
COc1cc(CN2CCN(c3cc(C)ccc3C)CC2)cc([N+](=O)[O-])c1O,7,-20
Cc1cc(C)n2nc(SCc3cc(=O)n4ccccc4n3)nc2n1,-3,-9
O=C(CN(Cc1ccco1)C(=O)CNS(=O)(=O)c1ccc(Cl)cc1)NCc1ccc(F)cc1,-4,3
CC1(C)Cc2c(cnn2-c2ccccc2)C(=O)/C1=N\NC(=O)c1ccncc1,-6,8

smiles,Lmaj promast,APP 5UTR inh
c1csc(CNc2ncnc3sccc23)c1,9,3
CCn1c(SCC(=O)Nc2ccc(NC(=O)c3ccco3)cc2)nnc1-c1cccs1,-2,16
CCc1c(C)nc(/N=C(/NC(=O)c2ccccc2)Nc2ccccc2OC)[nH]c1=O,-3,5
CCOC(=O)c1cn2c3c(c(F)c(F)cc3c1=O)SC(N1CCOCC1)=N2,12,-15
CCOC(=O)C1=C(O)/C(=C/c2cn(CC(=O)NCC3CCCO3)c3ccccc23)SC1=Nc1ccc(C)cc1 (centres undefined),33,-2
CCOC(=O)c1cnc(-n2nc(C)cc2C)nc1Nc1cccc(C(C)=O)c1,4,-12
Cc1ccc(N=C2N=C(N)c3ccccc32)cc1C,10,-12
CCOC(=O)c1sc(NC(=O)CSc2nc(-c3ccco3)cc(C(F)(F)F)n2)c(C(=O)OC(C)C)c1C,-2,3
O=C(COC(=O)c1ccc(Br)o1)NCc1ccco1,-7,-9
c1ccc(OCCSc2ncnc3nc[nH]c23)cc1,-12,-3
COc1ccc(N(C(=O)c2cnccn2)C(C(=O)NC2CCCCC2)c2ccc(Cl)cc2)cc1 (centres undefined),-3,8
CCOC(=O)c1cnc(-n2nc(C)cc2C)nc1N1CC(C)OC(C)C1 (centres undefined),67*,-5

smiles,Lmaj promast,APP 5UTR inh
Cc1cc(C)c2c(n1)nn1c(N3CCN(c4ccccc4C)CC3)cc(C)nc21,46,5
O=C(c1c(F)c(F)c(F)c(F)c1F)N1CCc2ccccc21,-7,-10
CCOC(=O)c1ccc(NC(=O)C2CCN(S(=O)(=O)c3ccccc3)CC2)cc1,13,-11
CCN(CC)CCCN1C(=O)C(=O)/C(=C(/O)c2ccc3c(c2)OCO3)C1c1ccccn1 (centres undefined),-7,-22
CCCCN(Cc1cc2cc(OC)ccc2[nH]c1=O)C(=O)COc1ccccc1,20,-7
O=C(Cc1cccs1)Nc1ccc(-c2nnc(-c3ccccc3)o2)cc1,-2,-9
Cc1nc2ncnn2c(N2CCC(C(=O)NCC3CCCO3)CC2)c1Cc1ccccc1 (centres undefined),-2,-6
Cc1ccc(CCN2CC(C(=O)NCc3cccnc3)CC2=O)cc1 (centres undefined),-7,4
CCN(CC)CCCN1C(=O)C(=O)/C(=C(/O)c2cnn(-c3ccccc3)c2C)C1c1ccncc1 (centres undefined),-2,36
COc1ccc(CCC(=O)NCc2cn3ccsc3n2)cc1,0,-11
Cc1ccc(-c2cc(=O)[nH]c3ccccc23)cc1,2,16
Cc1ccc(C(=O)C2=C(O)C(=O)N(CCN(C)C)C2c2ccccn2)o1 (centres undefined),-6,-9

An excerpt from above in order of length of the SMILES, ascending.
smiles,Lmaj promast,APP 5UTR inh
O=C(Cc1cccs1)Nc1ccc(-c2nnc(-c3ccccc3)o2)cc1,-2,-9
Cc1ccc(C(=O)C2=C(O)C(=O)N(CCN(C)C)C2c2ccccn2)o1 (centres undefined),-6,-9
CCOC(=O)c1ccc(NC(=O)C2CCN(S(=O)(=O)c3ccccc3)CC2)cc1,13,-11

Grouped by structure: those above containing a CF3 group (5)
smiles,Lmaj promast,APP 5UTR inh
Cc1ccc(C(=O)C2C(c3ccc(-c4ccccc4[N+](=O)[O-])o3)NC(=O)NC2(O)C(F)(F)F)cc1 (centres undefined),2,-19
CCn1cc(CN(C)C(=O)CSc2nc(-c3ccco3)cc(C(F)(F)F)n2)c(C)n1,13,-8
Cc1cc(/C=C2/SC(=S)N(c3cccc(C(F)(F)F)c3)C2=O)c(C)n1-c1cccnc1,80*,-14
O=C(NC1(C(F)(F)F)NC(=O)N(Cc2ccccc2)C1=O)c1cccs1 (centres undefined),7,-13
CCOC(=O)c1sc(NC(=O)CSc2nc(-c3ccco3)cc(C(F)(F)F)n2)c(C(=O)OC(C)C)c1C,-2,3

Additional results follow.
smiles,Lmaj promast,APP 5UTR inh
O=C(CN1CCOc2ccccc21)NC1CC1,-1,6
O=C(CCCOc1ccccc1)Nc1ccc(Br)cc1,-8,-15
Cc1cc2cc(CCNC(=O)C(C)C)c(=O)[nH]c2cc1C,2,11
O=C1CC(c2ccccc2)Cc2nc(N3CCc4ccccc43)ncc21 (centres undefined),-1,-2
Cc1ccnc(SCCn2c(N3CCOCC3)nc3c2c(=O)[nH]c(=O)n3C)n1,2,14
COc1ccc(C(C(=O)NC2CCCCC2)N(C(=O)c2ccco2)c2ccc(-n3cnnn3)c(C)c2)cc1 (centres undefined),-8,15
N/C(=N\OC(=O)CCCN1C(=O)c2ccccc2C1=O)c1ccc(Br)cc1,-8,1
O=C(CSc1nnc(-c2ccc(S(=O)(=O)N3CCCC3)cc2)o1)N1CCCC1,0,13
Cn1c(=O)c2c(nc(SCC(=O)N(C3CCCCC3)C3CCCCC3)n2C)n(C)c1=O,-1,-8
COc1ccc(C2C(Oc3ccccc3)C(=O)N2c2ccc(C)c(C)c2)cc1OC (centres undefined),13,-17
CCC/C(=N/Nc1ccc(Cl)cc1)c1cnnc(-c2ccccc2)n1,3,6
CC1CCN(CCC(=O)Nc2ccc(Br)cc2)CC1,30,-7

smiles,Lmaj promast,APP 5UTR inh
CCCCCSc1nc2c(c(=O)[nH]c(=O)n2C)n1CC,2,-17
COc1cc2nc(-c3cccs3)oc(=O)c2cc1OC,-3,-7
Cc1ccc2c(C)nc(Nc3ncc4c(n3)CCCC4=O)nc2c1,-2,-7
CCOC(=O)c1[nH]c(C)c(/C(O)=C2\C(=O)C(=O)N(CCCN(CC)CC)C2c2cccnc2)c1C (centres undefined),-6,-7
C=COCCNC(=O)C(=O)NCC(C)C,-2,5
Cc1c(C(=O)N2CCCCC2)sc(NC(=O)C23CC4CC(CC(C4)C2)C3)c1C#N,0,-4
COc1ccc(OC)c2sc(NC(=O)C3COc4ccccc4O3)nc12 (centres undefined),8,1
CC(C)C1N=C2c3ccccc3N=C(SCc3cc(=O)n4ccccc4n3)N2C1=O (centres undefined),-2,2
CCNc1nc(NCC)nc(N2CC(=O)N(CC(=O)OCC)C2=N)n1,-4,-4
CC(=O)OC(C(=O)Nc1ccccc1C)C(OC(C)=O)C(OC(C)=O)C(OC(C)=O)C(=O)Nc1ccccc1C (centres undefined),-7,3
CC1=C(C)C(=O)NC(Nc2nc(C)c3cc(C)cc(C)c3n2)N1 (centres undefined),100*,3
CC(=O)N1CCC(N(CCN2CCOCC2)C(=O)Nc2ccc(Cl)c(Cl)c2)CC1,-4,-2

smiles,Lmaj promast,APP 5UTR inh
CC(/C=N\NC(=O)c1cccnc1)c1ccccc1 (centres undefined),-5,-6
CC(C)CCNC(=S)Nc1ccc(F)cc1,13,-8
CC1(C)CC(=O)c2cc(C(=O)N3CCCCC3)c(=O)n(-c3ccc(Cl)cc3)c2C1,-3,-9
COCCCNC(=O)CSc1nc2ccc(N3CCOCC3)cc2c(=O)n1CCc1ccccc1,-3,-1
COc1ccc(N2CCN(C(=O)CSc3nnc4nc(C)cc(C)n34)CC2)cc1,-1,-22
Cc1cc(N2CCN(C)CC2)nc2ccc(NC(=O)CCC(=O)NCCC3=CCCCC3)cc12,100*,-9
CCOc1ccc(-c2csc(C3COc4ccccc4O3)n2)cc1 (centres undefined),-3,5
CCOc1ccc(N2C(=O)CC(Sc3nc4ccc(OCC)cc4s3)C2=O)cc1 (centres undefined),-8,-29
Cc1sc2nnn(CC(=O)N3CCN(C(=O)c4ccco4)CC3)c(=O)c2c1C,3,7

Source: PubChem BioAssay (several laboratories)
